# TDP1 cell CPT = growth inhibition of DT40 Tdp1-/-;hTDP1 cells with camptothecin (screen for TDP1 inhibitors). AID 686979. 420,000 tested, 12% active. Potency, µM (top dose mostly 46.2 µM), inactives show top-dose activity change, negative = growth inhibition, most hits filed as inhibitors. chicken DT40 Tdp1-/-;hTDP1 cells + 20 nM CPT, ATP luminescence, 48 h; also: nearly all actives have a fitted effect of over 55% in size
#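 Chicken DT40 Tdp1-/- cells complemented with human TDP1, 400 cells/well, exposed to compounds plus 20 nM camptothecin for at least 48 h at 37 C; viability read as ATP content by CellTiter-Glo luminescence.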
# DT40 TDP1 no CPT = qHTS for Inhibitors of human tyrosyl-DNA phosphodiesterase 1 (TDP1): qHTS in cells in absence of CPT | 420,000 tested, 15% active | Potency, µM (top dose mostly 46.2 µM), for inactives: at the top dose activity change, negative = growth inhibition, usual class: inhibitors | DT40 Tdp1-/- hTDP1 cells, no CPT, ATP luminescence, 48 h; also: nearly all actives have a fitted effect of over 55% in size
#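 Chicken DT40 Tdp1-/- cells complemented with human TDP1, screened without camptothecin (DMSO vehicle only), 400 cells/well. Compounds pin-transferred, cells incubated at 37 °C for at least 48 hr. Growth read as ATP-dependent luminescence (CellTiter-Glo, 30 min at RT).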
# TDP1 inh = TDP1 (human) enzyme inhibition. recombinant TDP1, AlphaScreen DNA substrate cleavage. Potency, µM (series often up to 130 µM), for the others: at the top dose activity change, negative = inhibition, most hits filed as inhibitors. 350,000 tested, 0.28% active; also: nearly all actives have a fitted effect of over 40% in size
# Target sequence (Q9NUW8 whole entry, looked up): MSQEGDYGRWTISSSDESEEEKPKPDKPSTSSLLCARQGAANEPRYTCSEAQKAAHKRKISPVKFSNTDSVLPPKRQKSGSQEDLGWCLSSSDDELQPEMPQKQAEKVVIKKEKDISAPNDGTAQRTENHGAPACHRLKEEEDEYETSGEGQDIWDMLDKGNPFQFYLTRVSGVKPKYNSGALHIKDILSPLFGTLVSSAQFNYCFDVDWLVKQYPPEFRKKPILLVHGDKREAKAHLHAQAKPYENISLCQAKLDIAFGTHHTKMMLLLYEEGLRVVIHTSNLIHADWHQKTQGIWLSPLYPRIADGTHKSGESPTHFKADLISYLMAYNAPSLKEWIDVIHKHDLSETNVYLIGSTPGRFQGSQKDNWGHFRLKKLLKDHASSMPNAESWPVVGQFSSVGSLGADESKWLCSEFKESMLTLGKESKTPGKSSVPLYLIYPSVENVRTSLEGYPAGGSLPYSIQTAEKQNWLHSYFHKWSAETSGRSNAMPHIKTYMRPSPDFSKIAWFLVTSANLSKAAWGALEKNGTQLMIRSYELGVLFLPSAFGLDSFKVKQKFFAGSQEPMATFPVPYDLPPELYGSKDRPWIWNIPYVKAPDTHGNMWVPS
#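 Signal: AlphaScreen proximity between streptavidin donor and anti-FITC acceptor beads on intact substrate. Reaction: Tdp1 1 nM, substrate 15 nM final, 5 min RT after 15 min compound preincubation.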
# * = called active by the depositor; ? = inconclusive; nt = not tested or not shown; & = joins results of further samples. Calls follow the shape of the dose curve; as a rule, active = well fitted curve in the direction sought with a large enough effect; inconclusive = small, poorly fitted or top-dose-only effect, or another doubt; inactive = no such curve, though single readings can be large; an effect the other way counts as inactive or inconclusive. % is scaled to controls: 0 for no effect and ±100 for the full control effect; potency is read from the fitted curve at half-maximal effect.
cpd	Molecule	TDP1 cell CPT	DT40 TDP1 no CPT	TDP1 inh
1	Cc1ccc(-n2c(-c3ccco3)nc3nc4ccccc4nc32)cc1	-8%	-4%	3%
2	COc1ccc(/C=C2\SC(=O)N(CCNC(=O)Cn3[nH]c(=O)c4ccccc4c3=O)C2=O)cc1	-7%	?	0%
3	O=S(=O)(c1cnc(Cl)c(Br)c1)N1CCCCCC1	-2%	-29%	2%
4	CN1CCN(S(=O)(=O)c2cccc(C(=O)Nc3cc(C(N)=O)cc(C(N)=O)c3)c2)CC1	0%	15%	-5%
5	CCN1CC(C)C(O)(c2ccccc2)CC1C (stereo not drawn)	?	2%	7%
6	Cc1ccc(-n2ncc3c(=O)n(-c4cccc(C)c4)c(=O)[nH]c32)cc1	-10%	-7%	nt
7	CCN(CC)c1ccc(C(=O)OCC(=O)Nc2ncccn2)cc1	3%	-2%	-2%
8	O=S1(=O)c2ccccc2N(Cc2ccccc2F)c2ccccc21	?	-27%	5%
9	CCCC(CCC)C(=O)NC1CCN(Cc2ccccc2)CC1	7%	-2%	4%
10	CC(C)C(=O)N=c1sc2cccc(F)c2n1C	-19%	-18%	7%
11	c1ccc2c(c1)OC(CCCN1CCCCC1)c1ccccc1S2 (stereo not drawn)	?	?	0%
12	Cc1ccc2c(c1)N(CC(=O)N1CCCC1)C(=O)C(C)O2 (stereo not drawn)	6%	14%	nt
13	COc1cc(C2Nc3ccccc3NC3=C2C(=O)CC(C)(C)C3)cc(OC)c1OC(C)=O (stereo not drawn)	26%	5%	nt
14	CNc1nc(-c2cccs2)cc(C(F)(F)F)c1C#N	-2%	-4%	nt
15	COCCNC(=O)CN1C(=O)CSc2ccc(S(=O)(=O)N3CCOCC3)cc21	0%	0%	6%
16	Cc1c(C(=O)NC2CCCc3ccccc32)oc2ccc(S(=O)(=O)N3CCOCC3)cc12 (stereo not drawn)	?	?	1%
17	Clc1ccc(OCCCN2CCc3ccccc3C2)c(Br)c1	?	?	nt
18	CCSc1nnc(NC(=O)c2cc3c(s2)CCCC3)s1	-23%	-6%	-9%
19	O=C(Nc1cc(Oc2ccccc2)cc([N+](=O)[O-])c1)C12CC3CC(C1)CC(n1cnc(Cl)n1)(C3)C2	?	?	5%
20	COc1ccc(-c2nc3cc(NC(=O)COc4ccc(C)c(C)c4)ccc3o2)cc1	-19%	2%	-5%
21	Cc1ccc(CSCc2ccc(C(=O)NC3CC3)o2)cc1	?	23µM*	3%
22	CCNc1ccc(C(=O)OCC(=O)c2cc(C)n(Cc3ccc4c(c3)OCO4)c2C)cc1[N+](=O)[O-]	?	?	6%
23	O=C(NCc1ccc(Cl)cc1)c1ccc(-c2ccc(F)c(F)c2)c2ccoc12	?	?	nt
24	COc1cc(Cl)c(NC(=O)c2cc3ccccn3n2)c(OC)c1	16µM*	21µM*	3%
25	Cc1ccc(C(C(=O)NC2CCCCC2)N(Cc2ccco2)C(=O)C2COc3ccccc3O2)o1 (stereo not drawn)	?	?	5%
26	O=C(Cn1nc(Cc2cccnc2)c2ccccc2c1=O)NCC1COc2ccccc2O1 (stereo not drawn)	?	?	5%
27	O=C(O)c1[nH]c2ccccc2c1C(c1cc(Br)ccc1O)c1c(C(=O)O)[nH]c2ccccc12	13%	7%	nt
28	OCC1(CCc2ccccc2)CCN(Cc2cc(F)ccc2-n2cccn2)CC1	?	?	3%
29	CC(C)(C)Cc1nnc(NC(=O)c2ccc([N+](=O)[O-])cc2)s1	-1%	-18%	3%
30	Cc1ccc(CNC(=O)CCC(=O)n2ncc3cc(C)ccc32)cc1	-7%	8%	nt
31	Cc1cc(C)c(Cn2c(=O)n(Cc3ccccc3)c(=O)c3c(C)c(C)sc32)c(C)c1	-19%	-9%	6%
32	O=C(CCCCCN1C(=O)c2ccccc2C1=O)Nc1nccs1	0%	10%	0%
33	COc1ccccc1N1CCN(C(CNS(=O)(=O)c2ccccc2)c2cccnc2)CC1 (stereo not drawn)	23µM*	18µM*	2%
34	CC(=O)Nc1ccc(S(=O)(=O)Oc2cccc(/C=C3\SC(N)=NC3=O)c2)cc1	?	?	6%
35	O=C(N1CCOCC1)N1CCN(S(=O)(=O)c2ccc(Cl)cc2)CC1	-7%	-17%	nt
36	COC(=O)CN1C(=O)C(O)(CC(=O)c2ccc(C)cc2)c2ccccc21 (stereo not drawn)	10%	-10%	5%
37	Cc1cccc(C)c1NC(=O)CN1CCN(C(=O)c2ccc(OCc3cn4ccccc4n3)cc2)CC1	-25%	?	45µM*
38	CN1C(C(=O)c2ccccc2)=C(N)c2ccccc2S1(=O)=O	-17%	7%	6%
39	CC1(C)CC(=NOC(=O)c2ccccc2)CC(C)(C)N1	?	1%	6%
40	CCOc1ccc(NC(=O)COC(=O)CCC(=O)c2cccs2)cc1	2%	23%	0%
41	O=C(CNc1ccc(Br)cc1)Nc1ccc(S(=O)(=O)N2CCCCC2)cc1	?	29µM*	nt
42	CCOc1ccc(-n2c(N)c(C(=O)NCc3ccco3)c3nc4ccccc4nc32)cc1	21µM*	18µM*	-1%
43	O=C(CSc1oc(-c2ccc(F)cc2)nc1S(=O)(=O)c1ccccc1)c1ccc(Cl)cc1	10µM*	9.2µM*	3%
44	CCOc1cc(/C=C/c2ccc3cccc([N+](=O)[O-])c3n2)ccc1OCC(=O)N(C)C	23µM*	?	5%
45	Cc1nn(Cc2ccccc2Cl)c2sc(C(=O)OC3CCCC3=O)cc12 (stereo not drawn)	-22%	-5%	6%
46	CC(NC(=O)C1CCN(S(=O)(=O)Cc2ccccc2)CC1)c1ccccc1 (stereo not drawn)	-16%	-2%	3%
47	CN(C)S(=O)(=O)c1ccc2c(c1)c(=O)c(C(=O)N1CCN(c3cccc(Cl)c3)CC1)cn2C	-20%	?	0%
48	Cc1csc2nc(COc3ccc(NC(=O)C(C)C)cc3)cc(=O)n12	-2%	-27%	4%

# Entries of single compounds as entered above. Order of screens: TDP1 cell CPT	DT40 TDP1 no CPT	TDP1 inh
# COc1ccc(-c2nc3cc(NC(=O)COc4ccc(C)c(C)c4)ccc3o2)cc1 in the list: -19%	2%	-5%
# CCN1CC(C)C(O)(c2ccccc2)CC1C (stereo not drawn) in the list: ?	2%	7%
# O=C(Nc1cc(Oc2ccccc2)cc([N+](=O)[O-])c1)C12CC3CC(C1)CC(n1cnc(Cl)n1)(C3)C2 in the list: ?	?	5%

# Some of the entries above in a different format.
20. COc1ccc(-c2nc3cc(NC(=O)COc4ccc(C)c(C)c4)ccc3o2)cc1
3. O=S(=O)(c1cnc(Cl)c(Br)c1)N1CCCCCC1
5. CCN1CC(C)C(O)(c2ccccc2)CC1C (stereo not drawn)
40. CCOc1ccc(NC(=O)COC(=O)CCC(=O)c2cccs2)cc1
28. OCC1(CCc2ccccc2)CCN(Cc2cc(F)ccc2-n2cccn2)CC1

screen / no.	20	3	5	40	28
TDP1 cell CPT	-19%	-2%	?	2%	?
DT40 TDP1 no CPT	2%	-29%	2%	23%	?
TDP1 inh	-5%	2%	7%	0%	3%

# Other results.
cpd	Molecule	TDP1 cell CPT	DT40 TDP1 no CPT	TDP1 inh
49	CN(C)CCCOc1ccc2c(c1)Sc1ccccc1CC2=O	?	?	6%
50	O=C(Nc1c2c(nn1-c1cccc(Cl)c1)CS(=O)(=O)C2)C1CC1	7%	0%	2%
51	CCOC(=O)C1CCc2sc(N)c(C#N)c21 (stereo not drawn)	-11%	-7%	11%
52	COc1ccccc1NC(=O)COc1ccc(C(=O)NC2CCCc3ccccc32)cc1OC (stereo not drawn)	?	7.3µM*	nt
53	CN(C)CC(=O)Nc1nc(-c2ccccc2)cs1	-13%	?	7%
54	O=C(NCc1ccc(Cl)cc1Cl)c1ccc2nc[nH]c2c1	-1%	-3%	-2%
55	N=C1C(c2nc3ccccc3[nH]2)=C(O)CN1C1CCCCC1	-10%	?	8%
56	O=C(CCCOc1ccc(Cl)cc1Cl)Nc1ccccc1C(=O)O	15%	-16%	nt
57	O=C(CC1C(=O)NCCN1Cc1cccc(F)c1)NC1CCCCCC1 (stereo not drawn)	-6%	-5%	5%
58	Cc1nc(NS(=O)(=O)c2ccc(N)cc2)nc(C)c1Br	-1%	-25%	nt
59	OCCN(CCO)c1nc(-c2ccccc2)nc2c1oc1ccccc12	16µM*	?	5%
60	COCCCNC(=O)C1CCN(C(=O)c2cnn(-c3ccccc3)c2-n2cccc2)CC1	-3%	-4%	-3%
61	O=C(Nc1ccc(S(=O)(=O)N2CCc3ccccc32)cc1)C(F)(F)F	7%	?	1%
62	S=c1nc(-c2csc3c2CCCC3)[nH][nH]1	16µM*	16µM*	4%
63	O=S(=O)(Cc1ccccc1)Nc1ccc(Br)cn1	-20%	-4%	5%
64	CC(C)C[C@@H](CN)NC(=O)c1nc[nH]c1C(=O)N[C@@H](C)C(=O)CNC[C@H](CC(C)C)NC(=O)c1nc[nH]c1C(=O)N[C@@H](CC(=O)O)C(=O)O	0%	-2%	nt
65	CN(C)S(=O)(=O)c1ccc(N2CCCC2)c(C(=O)Nc2ccccc2N2CCOCC2)c1	-25%	?	7%
66	COc1ccccc1N1CCN(C(=O)c2ccc3[nH]c(C)c(C)c3c2)CC1	1.3µM*	1µM*	8%
67	CN(C)/C(=N\S(=O)(=O)c1ccccc1)c1ccc(Cl)cc1	-7%	-1%	nt
68	C=CCN(CC=C)C(=O)c1cccc(S(=O)(=O)N2c3ccccc3CC2C)c1 (stereo not drawn)	16µM*	16µM*	4%
69	CCCc1cc(=O)[nH]c(SCC(=O)NCc2ccc3c(c2)OCO3)n1	15%	-14%	-12%
70	COc1ccccc1OCC(=O)Nc1ccc(N2CCCCC2)cc1	?	-24%	6%
71	Cn1c(C(=O)N2CCCC(C(=O)NCc3cccs3)C2)cc2sccc21 (stereo not drawn)	?	-29%	2%
72	Cc1[nH]ccc2cc3nc4ccccc4c3cc12	5.2µM*	3.7µM*	nt
73	CCn1c(=O)c2sccc2n2c(CCCC(=O)Nc3ccc(C)cc3)nnc12	?	?	5%
74	CC1(O)c2ccccc2C(=O)N1CCc1ccccc1F (stereo not drawn)	-27%	?	3%
75	Cc1ccc(NC(=O)CN2C(=O)S/C(=C\c3ccccn3)C2=O)cc1	-6%	-4%	0%
76	Nc1nonc1-n1nnc(C(=O)N/N=C/c2ccc(F)cc2)c1-c1cccs1	-9%	?	1%
77	NC(=O)COC(=O)c1ccc2noc(-c3ccccc3)c2c1	2%	14%	nt
78	CCOC(=O)Cn1cc(/C=C(\C#N)C(=O)N2CCOCC2)c2ccccc21	0%	-11%	1%
79	CCOc1ccc(C(=O)c2cn(CC(=O)Nc3ccc(Cl)cc3)c3cc4c(cc3c2=O)OCO4)cc1	?	13µM*	6%
80	COc1cc(/C=N/n2c(C)n[nH]c2=S)ccc1OCc1ccc(F)cc1	?	18µM*	-1%
81	CC(=O)N1CCN(C(=O)c2ccc(OC3CCN(CCc4ccccc4)CC3)cc2)CC1	-4%	9%	1%
82	O=C(COc1ccc(Br)cc1)NN1C(=O)c2ccccc2C1=O	-1%	-17%	nt
83	CCn1c(SCC(=O)Nc2ccc(N(C)C)cc2)nnc1-c1cccc(C)c1	-15%	-16%	4%
84	C#CCN(C[C@H]1[C@H](OC(=O)NC2CCCC2)[C@H](OC(=O)NC2CCCC2)C[C@@H](C(=O)OC)[C@H]1C(=O)OC)S(=O)(=O)c1ccc(C)cc1	13µM*	16µM*	nt
85	CCCC(c1nnnn1Cc1cccs1)N1CCN(C)CC1 (stereo not drawn)	4%	-4%	-3%
86	Cc1cc(C(=O)N/N=C2\CC(=O)c3ccccc32)c(C)n1-c1ccc(F)cc1	?	?	2%
87	COc1ccc(C(=O)COC(=O)CCC(=O)c2cccs2)cc1	5%	0%	-3%
88	Cc1ccc(C(=O)N2CCc3cc(CNC(=O)CCc4ccccc4)ccc32)cc1	?	?	3%
89	C=CCOc1cccc(C2C(C(=O)c3ccc(C)o3)=C(O)C(=O)N2Cc2ccncc2)c1 (stereo not drawn)	2%	-20%	5%
90	O=C(c1ccc2c(c1)N(Cc1ccccc1F)C(=O)c1ccccc1S2=O)N1CCOCC1 (stereo not drawn)	-8%	-3%	5%
91	COC(=O)[C@@H]1C[C@@]2(O)[C@H](O)[C@H](O)[C@H](O)C[C@H]2N1Cc1cc(F)ccc1F	1%	-4%	0%&6%
92	Cc1cc(C)c(NC(=S)N2CCCC2C(=O)O)c(C)c1 (stereo not drawn)	-29%	-6%	3%
93	Cc1nnc(SCC(=O)Nc2ccc(O)cc2)c2ccccc12	21%	-7%	0%
94	CNC(=S)NNC(=O)c1sccc1OCc1cccc(C(F)(F)F)c1	?	-16%	2%
